# Assay outcomes deposited in PubChem by several laboratories.
# eIF4E 4G PPI: inhibitors of eIF4E and eIF4G interaction in translation initiation | 220,000 tested, 0.37% active | P63073+Q04637 | AID 782 | TR-FRET eIF4E-eIF4GI(517-606) binding, 2 h | inhibition, % at 21.7 µM;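 active means inhibition above about 30%, limit read from the data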;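 further: 0% = full FRET control wells and 100% = background wells lacking eIF4GI fragment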
# S1P4 antagonist: human S1P4 receptor antagonism; inhibition, % at 4.98 µM; O95977; 220,000 tested, 0.26% active; S1P4-expressing cells, antagonist mode, reporter read-out; in the data active means inhibition above about 29%;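 further: 0% = wells stimulated with agonist and 100% = vehicle wells without agonist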
# Target sequence (O95977 whole entry, looked up): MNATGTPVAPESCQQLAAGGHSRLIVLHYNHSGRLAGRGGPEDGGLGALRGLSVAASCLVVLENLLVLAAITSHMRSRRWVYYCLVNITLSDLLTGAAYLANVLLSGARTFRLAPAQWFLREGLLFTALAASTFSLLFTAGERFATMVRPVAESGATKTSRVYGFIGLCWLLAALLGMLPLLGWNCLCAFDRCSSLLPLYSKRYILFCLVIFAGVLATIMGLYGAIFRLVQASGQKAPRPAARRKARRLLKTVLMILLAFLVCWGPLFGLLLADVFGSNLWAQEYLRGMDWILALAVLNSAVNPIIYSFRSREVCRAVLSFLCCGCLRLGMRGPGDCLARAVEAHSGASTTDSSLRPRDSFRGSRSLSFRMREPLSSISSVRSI
# NPY2 pot ag: potentiators or agonists of human neuropeptide Y receptor Y2; P49146; cells expressing NPY-Y2, potentiator/agonist read-out; activation, % at 3.6 µM; 220,000 tested, 0.45% active; AID 1359; in the data active means activation above about 27%;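 further: cells stimulated with NPY near EC25 plus isoproterenol at EC100; 0% = vehicle plus submaximal agonist and 100% = vehicle plus saturating agonist; some results beyond the cut were filed as inactive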
# Target sequence (P49146 whole entry, looked up): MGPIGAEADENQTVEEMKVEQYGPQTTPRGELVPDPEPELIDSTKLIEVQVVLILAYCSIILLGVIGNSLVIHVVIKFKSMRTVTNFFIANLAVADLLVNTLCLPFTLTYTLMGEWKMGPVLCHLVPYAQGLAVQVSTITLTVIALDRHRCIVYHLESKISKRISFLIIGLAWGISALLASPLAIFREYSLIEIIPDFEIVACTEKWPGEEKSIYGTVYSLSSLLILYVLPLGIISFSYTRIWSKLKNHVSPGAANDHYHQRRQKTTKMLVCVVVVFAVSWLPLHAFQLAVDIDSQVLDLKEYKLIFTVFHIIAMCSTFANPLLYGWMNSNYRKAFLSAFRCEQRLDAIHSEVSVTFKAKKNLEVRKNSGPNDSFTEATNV
# Mdm2 ligase inh: blocks human Mdm2 ubiquitin ligase activity; Q00987; 210,000 tested, 0.11% active; cell-based MDM2 ubiquitination luciferase reporter, 2 h; 0 = plate control, 100 = twice control, blank-subtracted; signal enhancement, % at 5 µM;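 active means signal enhancement of 30% or more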;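 further: luminescence tracks abundance of the self-degrading MDM2-luciferase fusion protein; higher signal means inhibition of MDM2 E3 ligase activity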
#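 Timing – 2 h compound exposure at 37 °C · Assay system – mammalian cells stably expressing self-ubiquitinating, self-degrading MDM2 E3–luciferase fusion · Amount – 2000 cells seeded into each well · Measure – % luminescence enhancement versus blank-corrected plate control mean · Measured by – SteadyLite luminescence, 15 min reagent step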
# PERK inh: inhibitors of human PERK kinase; Q9NZJ5; CHO PERK-DD fusion, SEAP luminescence translation reporter; inhibition, % at 5.6 µM; 220,000 tested, 0.17% active;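 active means inhibition above the mean inhibition of all tested compounds plus 3 SD, set separately per screening campaign, cut at about 2.9% in these data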;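 further: PERK kinase domain activated by AP20187 dimerizer at 100 nM; 0% = DMSO with dimerizer and 100% = rapamycin at 8.4 µM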
# Ba/F3 V617F tox: lowers viability of Ba/F3 cells expressing EpoR and JAK2V617F; ATP luminescence; inhibition, % at 5.6 µM; 220,000 tested, 1.1% active; AID 1446;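 active means inhibition above the campaign mean plus 3 SD over all tested compounds, cut at about 24% in these data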;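 further: cytokine-independent growth of Ba/F3 cells driven by EpoR plus mutant JAK2; 0% = DMSO-treated cells and 100% = JAK inhibitor I control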
# BaF3 parental: counter-screen for JAK2V617F inhibitors: parental Ba/F3 viability inhibitors | CellTiter-Glo ATP luminescence | inhibition, % at 5.6 µM | 220,000 tested, 1.1% active;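 active means inhibition above a per-campaign cutoff, the mean inhibition of all tested compounds plus 3 SD, cut at about 27% in these data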;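 further: 0% = DMSO wells and 100% = JAK Inhibitor I control wells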
# Wee1 degr inh: human Wee1 degradation inhibition, primary screen; P30291; HeLa Luc-Wee1K328M stability, luciferase luminescence; 100% = proteasome inhibitor MG132 effect; reporter increase, % at 5 µM; 220,000 tested, 1.2% active; AID 1321;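 active means activation above the mean of all tested compounds plus 3 SD, set per screening run, cut at about 8.8% in these data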;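 further: cells exposed to compound for 20 h before luminescence read; 0% = DMSO alone and 100% = MG132 at 30 µM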
# S1P4 agonist: human S1P4 receptor agonism; S1P4-expressing cell line, agonist reporter assay; O95977; 220,000 tested, 0.35% active; activation, % at 4.98 µM; in the data active means activation above about 11%;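 further: 0% = DMSO vehicle and 100% = reference agonist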
# The depositor's hits bear a star; nt = no result given; [ ] = remark or other dose.
1: CSc1nnc(-c2cnccn2)n1C
2: O=C(NC(=O)c1ccccc1)OCC1CCCN2CCCCC12 (centres undefined)
3: CC(C)N(Cc1ccccc1)CC(O)COc1ccc(S(=O)(=O)N2CCOCC2)cc1Cl (centres undefined)
4: Cc1ccc(C(=O)COc2nc(C)cc(C)c2C#N)cc1
5: COc1ccc(N2C(=O)CN(Cc3ccc(OC)c(OC)c3)C2=S)cc1
entry no.	1	2	3	4	5
eIF4E 4G PPI	-0.8	-2.0	7.5	-7.4	2.6
S1P4 antagonist	-5.5	-9.7	-9.5	-20.6	-10.4
NPY2 pot ag	-2.1	-10.2	10.3	-22.3	10.9
Mdm2 ligase inh	-12.5	-2.6	-4.6	0.7	-6.4
PERK inh	0.6	0.7	0.5	-0.3	1.1
Ba/F3 V617F tox	1.7	4.9	-3.4	-2.4	-3.5
BaF3 parental	3.1	10.7	3.6	2.1	3.0
Wee1 degr inh	-0.6	1.0	-1.7	-1.2	-1.9
S1P4 agonist	-1.8	0.8	1.8	-0.1	1.7

6: CCn1cc(C(=O)N2CCCC2)c(=O)c2cc(S(=O)(=O)N3CCOCC3)ccc21
7: C=CCOC(=O)c1sc(NC(=O)c2ccco2)nc1C
8: CCCCN(CCCC)C(=O)c1cc(Cl)ccc1[N+](=O)[O-]
9: COc1ccc(OC)c(Nc2nc(-c3ccc(O)c(O)c3)cs2)c1
10: O=[N+]([O-])c1cc(/C=N/O)ccc1Oc1ccccc1Cl
entry no.	6	7	8	9	10
eIF4E 4G PPI	-9.7	0.6	-4.8[fluorescence artefact?]	2.1[fluorescence artefact?]	0.5
S1P4 antagonist	-19.8	-8.3	-23.4	-24.8	-9.2
NPY2 pot ag	-4.5	-0.3	4.7	5.0	5.2
Mdm2 ligase inh	-4.8	-5.9	-4.1	1.6	0.4
PERK inh	1.1	-0.8	0.4	0.3	0.4
Ba/F3 V617F tox	0.5	21.0	-3.3	35.7*	-2.2
BaF3 parental	3.9	25.9	3.4	7.9	-1.9
Wee1 degr inh	-0.9	4.9	1.2	-3.9	-0.1
S1P4 agonist	-1.1	1.2	1.0	0.8	0.9

11: CCOC(=O)NC(=O)/C(C#N)=C(/C)N(C)C
12: O=C(NC(=S)Nn1cnnc1)c1cccc(Br)c1
13: Cc1cccc(NC(=O)CN(C)S(=O)(=O)c2ccc(Br)cc2)n1
14: CCN(CC)S(=O)(=O)c1cc(NC(=O)C(C)OC(=O)c2[nH]c(C)c(C(C)=O)c2C)ccc1C (centres undefined)
15: COc1ccc2c(c1)O[C@@H](c1cccc(C(F)(F)F)c1)[C@H](OC(=O)NCCc1ccc(OC)c(OC)c1)C2=O
entry no.	11	12	13	14	15
eIF4E 4G PPI	-0.5	8.3	0.4[fluorescence artefact?]	-3.9	6.0
S1P4 antagonist	-15.9	-20.1	-13.2	3.0	-18.3
NPY2 pot ag	-6.7	2.6	-18.5	6.8	-2.5
Mdm2 ligase inh	-3.6	8.9	3.2	0.5	nt
PERK inh	0.9	0.4	-0.1	-0.6	-0.7
Ba/F3 V617F tox	1.2	3.9	-1.9	-1.3	1.7
BaF3 parental	5.4	5.1	4.6	5.2	5.1
Wee1 degr inh	0.1	-1.0	0.4	5.7	-2.0
S1P4 agonist	0.8	3.1	-6.6	-0.7	0.9

16: O=C(N/N=C/c1ccc(-c2ccccc2C(=O)O)o1)c1cccs1
17: COCCOC(=O)C(C#N)c1nc2ccccc2nc1N1CCCC1 (centres undefined)
18: CC(C)CCN1C(=O)c2ccc(C(=O)Nc3cccc(S(N)(=O)=O)c3)cc2C1=O
19: CCN(CC)S(=O)(=O)c1ccc(/C=C/C(=O)OCC(=O)Nc2ccc(C(N)=O)cc2)cc1
20: CC(C)(CSc1ccccn1)NS(=O)(=O)c1ccccc1
entry no.	16	17	18	19	20
eIF4E 4G PPI	13.6	-2.8	-3.4	2.0	-1.2
S1P4 antagonist	-7.6	-9.8	-0.5	-4.9	-3.7
NPY2 pot ag	1.7	-2.2	10.9	-5.9	-13.6
Mdm2 ligase inh	-6.4	-0.5	-14.4	-0.8	1.1
PERK inh	1.4	-0.9	1.3	0.6	-0.6
Ba/F3 V617F tox	0.7	-2.3	1.5	-0.4	-2.1
BaF3 parental	6.5	2.4	4.4	1.3	-0.4
Wee1 degr inh	3.4	-1.6	-1.8	-3.5	-2.7
S1P4 agonist	-1.4	-0.1	0.2	0.2	0.7

# Shown tab-delimited: entries from further up.
nr	structure	eIF4E 4G PPI	S1P4 antagonist	NPY2 pot ag	Mdm2 ligase inh	PERK inh	Ba/F3 V617F tox	BaF3 parental	Wee1 degr inh	S1P4 agonist
6	CCn1cc(C(=O)N2CCCC2)c(=O)c2cc(S(=O)(=O)N3CCOCC3)ccc21	-9.7	-19.8	-4.5	-4.8	1.1	0.5	3.9	-0.9	-1.1
7	C=CCOC(=O)c1sc(NC(=O)c2ccco2)nc1C	0.6	-8.3	-0.3	-5.9	-0.8	21.0	25.9	4.9	1.2
8	CCCCN(CCCC)C(=O)c1cc(Cl)ccc1[N+](=O)[O-]	-4.8[fluorescence artefact?]	-23.4	4.7	-4.1	0.4	-3.3	3.4	1.2	1.0
9	COc1ccc(OC)c(Nc2nc(-c3ccc(O)c(O)c3)cs2)c1	2.1[fluorescence artefact?]	-24.8	5.0	1.6	0.3	35.7*	7.9	-3.9	0.8
10	O=[N+]([O-])c1cc(/C=N/O)ccc1Oc1ccccc1Cl	0.5	-9.2	5.2	0.4	0.4	-2.2	-1.9	-0.1	0.9
11	CCOC(=O)NC(=O)/C(C#N)=C(/C)N(C)C	-0.5	-15.9	-6.7	-3.6	0.9	1.2	5.4	0.1	0.8
12	O=C(NC(=S)Nn1cnnc1)c1cccc(Br)c1	8.3	-20.1	2.6	8.9	0.4	3.9	5.1	-1.0	3.1
13	Cc1cccc(NC(=O)CN(C)S(=O)(=O)c2ccc(Br)cc2)n1	0.4[fluorescence artefact?]	-13.2	-18.5	3.2	-0.1	-1.9	4.6	0.4	-6.6
14	CCN(CC)S(=O)(=O)c1cc(NC(=O)C(C)OC(=O)c2[nH]c(C)c(C(C)=O)c2C)ccc1C (centres undefined)	-3.9	3.0	6.8	0.5	-0.6	-1.3	5.2	5.7	-0.7
15	COc1ccc2c(c1)O[C@@H](c1cccc(C(F)(F)F)c1)[C@H](OC(=O)NCCc1ccc(OC)c(OC)c1)C2=O	6.0	-18.3	-2.5	nt	-0.7	1.7	5.1	-2.0	0.9
16	O=C(N/N=C/c1ccc(-c2ccccc2C(=O)O)o1)c1cccs1	13.6	-7.6	1.7	-6.4	1.4	0.7	6.5	3.4	-1.4
17	COCCOC(=O)C(C#N)c1nc2ccccc2nc1N1CCCC1 (centres undefined)	-2.8	-9.8	-2.2	-0.5	-0.9	-2.3	2.4	-1.6	-0.1

# Next section
21: C=CCc1ccc(OCC(O)CN2CCCCC2C)c(OC)c1 (centres undefined)
22: CCOC(=O)N1CCN(c2ncnc3c2oc2nc(C(C)C)c4c(c23)CCC4)CC1
23: Cc1nc2ccccc2c(=O)n1CC(=O)N1CCOCC1
24: C[C@@H]1O[C@@H](O[C@H]2[C@H](Oc3cc(O)c4c(c3)O[C@H](c3ccc(O)cc3)CC4=O)O[C@H](CO)[C@@H](O)[C@@H]2O)[C@H](O)[C@H](O)[C@H]1O
25: COc1ccc(/C(=N/OC(C)=O)c2nccc3cc(OC)c(OC)cc23)cc1OC
26: CCOc1ccc(CCNC(=O)CN2CCN(Cc3ccccc3C)C2=O)cc1OCC
entry no.	21	22	23	24	25	26
eIF4E 4G PPI	nt	2.6[fluorescence artefact?]	3.1[fluorescence artefact?]	0.4	-1.8	0.3
S1P4 antagonist	-2.4	-17.5	-24.4	-5.5	7.9	-5.8
NPY2 pot ag	-4.4	-14.4	-9.0	4.3	-18.6	12.2
Mdm2 ligase inh	-37.6	-13.9	7.1	-14.0	2.0	3.1
PERK inh	0.1	1.0	0.4	-0.3	-0.5	-0.2
Ba/F3 V617F tox	-0.4	-1.9	3.7	2.4	-4.8	2.4
BaF3 parental	2.4	1.3	6.8	7.0	-1.5	0.4
Wee1 degr inh	5.1	-3.0	-0.8	-0.7	-1.9	5.3
S1P4 agonist	3.4	0.3	-0.7	-0.5	0.3	-2.1
